# Assay outcomes as filed in PubChem BioAssay.
# PfHsp90 yeast 2: growth inhibition of PfHsp90-expressing yeast, primary screen, antimalarial PfHsp90 inhibitor project, S. cerevisiae, BacTiter-Glo luminescence, single point, set 2; BacTiter-Glo ATP, 48 h; yeast lacking PDR1 and PDR3 efflux regulators; inhibition, % at 9.4 µM; 310,000 compounds, 0.32% hits; AID 504621, 2011;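 active = every replicate shows inhibition above about 80%, whatever the replicate mean, limit read from the data; inconclusive = mean inhibition reaches the set limit but some replicate falls short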;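 note: 0% = DMSO neutral controls and 100% = 20 µM radicicol positive controls; yeast relying on Plasmodium falciparum Hsp90 in place of its own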
# PvdQ inh: P. aeruginosa PvdQ acylase inhibitors, primary screen, biochemical, fluorescence, plate reader and imaging, single point | PvdQ acylase [Pseudomonas aeruginosa LESB58] | purified PvdQ acylase | inhibition, % at 10 µM | 340,000 compounds, 0.063% hits; in the data active = inhibition above about 30%, passing the limit was not always enough; inconclusive = no clear call, values can overlap the other calls;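 note: 0% = vehicle neutral wells and 100% = reference inhibitor wells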
# SR-BI DiI inh: inhibitors of SR-BI mediated HDL lipid uptake, primary screen, ldlA[mSR-BI] cells, fluorescence, single point; ldlA[mSR-BI] CHO cells, DiI-HDL uptake fluorescence, 3 h; inhibition, % at 12.5 µM; 320,000 compounds, 0.96% hits;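 active = mean replicate inhibition of at least 70% and a set share of replicates each scoring 70 or more; inconclusive = meets just one of the two criteria; inactive = fails both criteria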;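 note: 0% = median of neutral control wells and 100% = median of positive control wells; values of inactives mirror those of a sister screen read the other way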
# Target sequence (Q61009 whole entry, looked up): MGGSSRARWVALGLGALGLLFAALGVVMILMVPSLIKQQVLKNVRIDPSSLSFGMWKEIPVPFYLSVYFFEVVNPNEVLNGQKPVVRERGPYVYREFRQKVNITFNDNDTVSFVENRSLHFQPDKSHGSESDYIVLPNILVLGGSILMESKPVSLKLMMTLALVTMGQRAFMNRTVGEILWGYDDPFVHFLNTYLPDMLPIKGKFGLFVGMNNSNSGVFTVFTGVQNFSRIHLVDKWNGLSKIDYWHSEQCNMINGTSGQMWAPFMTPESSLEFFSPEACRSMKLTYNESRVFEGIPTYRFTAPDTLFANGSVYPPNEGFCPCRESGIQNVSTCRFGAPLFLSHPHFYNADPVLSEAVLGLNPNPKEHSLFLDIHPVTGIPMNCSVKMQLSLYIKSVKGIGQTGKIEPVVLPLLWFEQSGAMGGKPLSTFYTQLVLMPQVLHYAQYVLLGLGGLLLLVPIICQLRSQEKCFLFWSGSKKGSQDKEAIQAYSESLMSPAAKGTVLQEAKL
# SR-BI uptake up: activators of SR-BI mediated DiI-HDL uptake, primary screen, ldlA[mSR-BI] CHO cells, DiI fluorescence | 3 h; 100 = double the neutral-control signal | activation, % at 12.5 µM | 320,000 compounds, 0.096% hits;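 active = mean replicate activation of at least 60% and every replicate at or above 60%; inconclusive = mean or all-replicate condition met, but not both; inactive = mean below 60% and not all replicates reaching 60%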;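 note: 0% = median plate neutral-control signal and 100% = twice that signal; values of inactives mirror those of a sister screen read the other way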
#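 Test system: SR-BI-overexpressing, LDLR-lacking CHO cells. Measured by: DiI fluorescence, bottom read. Medium: Ham's F12 with 0.5% BSA, HEPES 25 mM, pH 7.4. Timing: 3 h uptake period with compound, 37 °C.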
# dFosB activator: activators of delta FosB homodimer, primary screen, biochemical, fluorescence polarization, TAMRA-CDK5 oligo, single point. purified delta FosB; percent of positive-control signal above neutral wells. 340,000 compounds, 0.99% hits. AID 493131, 2011. Protein FosB (Mus musculus), P13346. activation, % at 25 µM;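 active = mean activation above about 17%, with every replicate also reaching it, limit read from the data, passing the limit was not always enough; inconclusive = only one of the two conditions met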;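 note: fluorescence polarization rise as delta FosB binds a TAMRA Cdk5 AP-1 oligo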
# Target sequence (P13346 whole entry, looked up): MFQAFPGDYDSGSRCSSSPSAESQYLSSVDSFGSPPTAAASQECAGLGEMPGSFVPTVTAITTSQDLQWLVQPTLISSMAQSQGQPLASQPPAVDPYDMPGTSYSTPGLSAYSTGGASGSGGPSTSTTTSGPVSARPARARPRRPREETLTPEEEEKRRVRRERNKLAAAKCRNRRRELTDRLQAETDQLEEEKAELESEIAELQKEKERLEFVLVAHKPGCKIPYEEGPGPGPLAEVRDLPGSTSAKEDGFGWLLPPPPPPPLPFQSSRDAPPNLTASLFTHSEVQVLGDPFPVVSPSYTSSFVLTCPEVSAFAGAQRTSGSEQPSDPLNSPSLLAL
# CAL PDZ FP-1: CAL PDZ peptide-binding inhibitors, primary screen, biochemical, fluorescence polarization, Cer-tagged CAL PDZ, HTS; Golgi-associated PDZ and coiled-coil motif-containing protein (Homo sapiens), Q9HD26; purified CAL PDZ, TMR-peptide fluorescence polarization, 1 h; inhibition, % at 20 µM; 330,000 compounds, 0.02% hits; AID 504414, 2011;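 active = highest replicate inhibition of at least 40%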;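 note: plate controls were DMSO neutral control wells for no effect and unlabeled competitor peptide control wells for full effect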
#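 System: tagged CAL PDZ domain. Schedule: 1 h room-temperature incubation prior to read. Signal: fluorescence polarization (mP). Measure: percent inhibition from loss of millipolarization.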
# NSD2 inh: NSD2 histone methyltransferase inhibitors, primary screen, biochemical, AlphaScreen, single concentration, set 2; NSD2 peptide methylation, 120 min; inhibition, % at 12.5 µM; 310,000 compounds, 0.54% hits; in the data active = inhibition above about 50%
# Rtt109 Vps75: inhibitors of C. albicans Rtt109/Vps75 HAT, primary screen, biochemical, ThioGlo CoA-SH fluorescence, plate reader; Histone acetyltransferase RTT109 (Candida albicans (strain SC5314 / ATCC MYA-2876)), …; purified Rtt109/Vps75, 4 h; inhibition, % at 34.9 µM; 330,000 compounds, 0.16% hits; AID 540336, 2011;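 active = inhibition of at least 50% in every replicate; inconclusive = best replicate reaches 50% inhibition but some replicates fall short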
# CAL PDZ FP-2: untagged CAL PDZ binding inhibitors, primary screen, biochemical, fluorescence polarization, HTS; inhibition, % at 24.9 µM; purified CAL PDZ, TMR-peptide fluorescence polarization, 1 h; 300,000 compounds, 0.92% hits; AID 602252, 2012;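 active = mean inhibition of at least 30% with at least half of replicates also reaching 30%; inconclusive = no clear call, values can overlap the other calls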;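 note: 0% = DMSO neutral control and 100% = excess unlabeled competitor peptide PRC23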
# MITF act: activators of MITF-driven TRPM1 promoter reporter, primary screen, cell-based, SK-MEL-5, luciferase, single point | SK-MEL-5 TRPM1-promoter luciferase, 24 h; % of positive control, neutral wells = 0 | activation, % at 12.5 µM | 300,000 compounds, 0.75% hits;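 active = mean activation of at least 80% with every replicate also reaching 80%; inconclusive = mean reaches 80% but some replicate falls short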;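 note: 0% = neutral control wells and 100% = parthenolide positive control wells; values of inactives mirror those of a sister screen read the other way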
# An asterisk follows results filed as active; ? = inconclusive; / = no result given; & = joins results of further samples. This is a random part of the collection (roughly 4.3% active in at least one column).
canonical_smiles	PfHsp90 yeast 2	Rtt109 Vps75	CAL PDZ FP-1	SR-BI DiI inh	MITF act	dFosB activator	CAL PDZ FP-2	NSD2 inh	PvdQ inh	SR-BI uptake up
O=C(COC(=O)C(c1ccccc1)c1ccccc1)NCc1ccco1	-10.4	-0.7	-1.3	-7.9	-11.4	-10.1	1.5	1.5	-2.6	7.9
COc1ccc(NC(=O)c2ccccc2-c2ccccc2)cc1	1.2	7.1	-0.6	25.0	-13.7	0.9	8.8	0.7	0.2	-25.0
COc1ccc(C2c3c(c(C)c(C)oc3=O)Oc3c(C)c(C)oc(=O)c32)cc1	/	-1.9	-0.4	-12.8	-10.5	-10.6	-2.0	/	-8.1	12.8
O=C(c1[nH]nc2c1CCc1ccccc1-2)N1CCN(Cc2ccc3c(c2)OCO3)CC1	-29.4	5.9	-1.3	6.1	-28.2	-19.8	0.9	11.1	-8.0	-6.1
Cc1ccc(C(OC(=O)c2ccco2)C(=O)NC2CCCC2)cc1 (stereo unspecified)	27.0	-11.8	-1.6	/	5.5	-13.0	/	-3.8	-2.7	/
Cc1c(C(=O)O)oc2c1C(O)CC(C)(C)C2 (stereo unspecified)	-15.4	1.2&1.2	-0.6&-1.6	11.0&-18.3	-1.9&8.3	0.0&-3.9	-2.8	-0.8&-1.8	0.3&-13.5	-11.0&18.3
O=C(C1=C(O)C(=O)N(CCN2CCOCC2)C1c1ccc([N+](=O)[O-])cc1)c1cccs1 (stereo unspecified)	-41.2	8.2	-1.0	-0.2	6.0	-0.5	-1.2	/	-6.3	0.2
CCNc1nc(NC(C)C)nc(Oc2ccc(OCCOc3ccc(C)cc3)nn2)n1	-13.6	/	-2.2	7.2	-1.7	-10.6	0.4	1.0	-8.9	-7.2
O=C(Nc1cccc(F)c1)c1sc(Cl)nc1-c1ccccc1	-9.6	1.9	-1.8	26.9	-6.6	-6.4	-9.8	-3.2	-6.0	-26.9
C[C@@H]1NC(=O)[C@H](CCCN=C(N)N)NC(=O)c2cc([N+](=O)[O-])cc(I)c2NCCC[C@@H](C(N)=O)NC1=O	-5.6	16.3	0.3	-3.1	9.0	8.0	-2.6	/	5.6	3.1
O=C(CSc1nnc(COc2ccccc2F)n1-c1ccccc1)NC1CCS(=O)(=O)C1 (stereo unspecified)	2.6	-4.2	-2.0	-4.8	14.9	3.8	-3.1	-0.6	-7.7	4.8
CN(Cc1ccc(Br)cc1)C(=O)CCN1C(=O)c2cccc([N+](=O)[O-])c2C1=O	14.3	1.0	0.6	0.4	-0.5	-6.0	70.7*	-4.6	-11.2	-0.4
O=C(Cc1ccc([N+](=O)[O-])cc1)Nc1cccc(C(=O)N2CCCC2)c1	-1.0	1.3	-0.2	16.2	0.0	1.4	-1.9	/	-3.0	-16.2
CCc1nc(NC(=O)NS(=O)(=O)c2ccccc2C(=O)OC)nc(OC)n1	-13.5	/	-1.2	-3.2	-3.3	0.3	0.2	-1.2	-3.8	3.2
CN(C)c1ccc(C(CNC(=O)COc2ccc(Cl)cc2)N2CCCC2)cc1 (stereo unspecified)	-8.0	14.5	-2.8	-18.4	27.3	-7.5	-0.9	31.1	7.9	18.4
N#CCCN(C(=O)CSc1nc(-c2ccccc2)cn1N)c1ccc(F)cc1	-4.6	-3.3	-0.6	27.9	5.9	-4.8	-3.8	-4.4	-15.4	-27.9
CNc1c([N+](=O)[O-])cnn1-c1ccccc1Cl	0.0	-1.0	-0.4	-37.0	19.6	3.0	/	1.9	3.5	37.0
CC1CC(C)(C)NC(=S)N1CCC(=O)NCc1ccc(F)cc1 (stereo unspecified)	17.3	4.0	0.8	-10.9	5.3	1.8	-2.5	-1.9	1.3	10.9
COc1ccc(C2=NCCn3nc4cc(OC)ccc4c32)cc1	-2.3	-2.2	-1.6	39.6	15.6	-4.3	-4.3	/	3.7	-39.6
COCCNC(=S)N(CCN(C)C)Cc1cc2cc3c(cc2[nH]c1=O)OCO3	-7.7	-2.7	-1.5	4.6	/	-1.9	-0.2	2.9	-4.6	-4.6

# Sorted by value in MITF act (rising): some entries from above.
compound	Rtt109 Vps75	CAL PDZ FP-1	SR-BI DiI inh	MITF act	dFosB activator	CAL PDZ FP-2	NSD2 inh	PvdQ inh	SR-BI uptake up
O=C(Nc1cccc(F)c1)c1sc(Cl)nc1-c1ccccc1	1.9	-1.8	26.9	-6.6	-6.4	-9.8	-3.2	-6.0	-26.9
CCc1nc(NC(=O)NS(=O)(=O)c2ccccc2C(=O)OC)nc(OC)n1	/	-1.2	-3.2	-3.3	0.3	0.2	-1.2	-3.8	3.2
CN(C)c1ccc(C(CNC(=O)COc2ccc(Cl)cc2)N2CCCC2)cc1 (stereo unspecified)	14.5	-2.8	-18.4	27.3	-7.5	-0.9	31.1	7.9	18.4

# Compound profiles, as listed above.
# `CN(C)c1ccc(C(CNC(=O)COc2ccc(Cl)cc2)N2CCCC2)cc1` (stereo unspecified) in the list: PfHsp90 yeast 2: -8.0; Rtt109 Vps75: 14.5; CAL PDZ FP-1: -2.8; SR-BI DiI inh: -18.4; MITF act: 27.3; dFosB activator: -7.5; CAL PDZ FP-2: -0.9; NSD2 inh: 31.1; PvdQ inh: 7.9; SR-BI uptake up: 18.4
# `O=C(Cc1ccc([N+](=O)[O-])cc1)Nc1cccc(C(=O)N2CCCC2)c1` in the list: PfHsp90 yeast 2: -1.0; Rtt109 Vps75: 1.3; CAL PDZ FP-1: -0.2; SR-BI DiI inh: 16.2; MITF act: 0.0; dFosB activator: 1.4; CAL PDZ FP-2: -1.9; NSD2 inh: /; PvdQ inh: -3.0; SR-BI uptake up: -16.2

# (cont.)
canonical_smiles	PfHsp90 yeast 2	Rtt109 Vps75	CAL PDZ FP-1	SR-BI DiI inh	MITF act	dFosB activator	CAL PDZ FP-2	NSD2 inh	PvdQ inh	SR-BI uptake up
CCOC(=O)c1c(C)c(C(=O)NCCOC)c(C)n1CC	2.7	2.4	-0.3	-2.3	1.8	3.4	-3.4	-7.8	-7.2	2.3
CCOC(=O)c1cnc2ccccc2c1Nc1ccc(C(=O)O)cc1	7.5	1.9	-0.7	-14.0	-12.7	3.3	/	0.7	-4.5	14.0
Cc1cc(S(=O)(=O)Nc2ccc3cn[nH]c3c2)c(C)cc1Cl	-131.2	6.3	-0.9	-0.8	9.2	-10.0	-6.8	8.7	-0.8	0.8
CCCC(=O)CN1C(=O)C2(OCCO2)c2ccccc21	/	-11.1	-0.3	-6.7	-5.1	2.4	/	-0.2	-12.2	6.7
NC(=O)c1oc2ccccc2c1NC(=O)C1CCCCC1	-7.8	0.3	-0.3	5.8	-10.8	-1.0	/	/	-2.1	-5.8
Cc1cc(C)nc(NC(=O)c2ccc(Cl)cc2[N+](=O)[O-])c1	16.0	1.9	-1.5	30.0	-14.0	4.9	4.4	-0.2	-4.2	-30.0
COc1ccc(OC)c(C(=O)CSc2nc3cccnc3n2C)c1	12.0	28.1	-3.1	10.8	4.7	-4.0	-3.0	-2.2	-0.6	-10.8
Nc1ccc2c(c1)C(=O)c1cc(Cl)c(Cl)cc1-2	-12.1	3.7	0.0	34.0	6.6	2.0	-2.6	-1.7	-6.3	-34.0
CCN1CNC(=S)N(c2cccc(C)c2C)C1	/	-1.8	-1.5	-12.9	4.5	7.9	/	0.7	-9.9	12.9
CN(Cc1cnn(C)c1)C(=O)C1CCC(=O)N(Cc2cccc(F)c2)C1 (stereo unspecified)	-6.1	-7.8	-0.4	-46.8	0.4	8.2	/	-1.9	-12.8	/
CCc1ccccc1NC(=O)c1ccccc1N1C(=O)C2C3C=CC(C3)C2C1=O (stereo unspecified)	10.5	5.9	-1.4	-4.0	2.0	4.4	-4.0	5.9	-6.2	4.0
COc1ccc(CCNS(=O)(=O)c2ccc3c(c2)NC(=O)CCS3)cc1OC	-5.7	0.1	-1.2	6.4	-7.6	-11.4	-0.7	0.6	-19.5	-6.4
CS(=O)(=O)N1CCN(c2ccccc2NC(=O)C(c2ccccc2)c2ccccc2)CC1	15.3	7.3	0.6	21.4	7.4	-5.8	/	2.1	-4.3	-21.4
CCOCCCNC(=O)C1CC(=O)N(CCc2ccccc2)C1 (stereo unspecified)	11.4	-2.4	-0.6	-10.2	-6.9	3.5	0.6	-1.5	-17.5	10.2
Cc1ccc(S(=O)(=O)NC(=O)NN2CC3CCCC3C2)cc1 (stereo unspecified)	-22.2	-12.5	-2.1	-15.3	12.8	-3.5	-2.6	-3.2	-13.7	15.3
Cc1cccc(NC(=S)NNC(=O)c2csc3c2CCCC3)c1	6.1	30.2	-2.2	-10.9	26.7	-1.7	/	2.5	10.3	10.9
Cc1ccc(S(=O)(=O)N2CCN(C(=O)CSc3nnnn3C)CC2)c(C)c1	-6.8	2.0	-3.1	30.9	3.4	1.2	-1.0	5.5	-9.0	-30.9
COc1ccc(C2=NN(c3nc(-c4ccccc4)c(CC(=O)O)s3)C(c3ccco3)C2)cc1 (stereo unspecified)	12.6	4.5	-0.5	5.1	3.0	-3.8	/	1.9	-1.9	-5.1
COc1ccc(C(CC(=O)O)NC(=O)Nc2ccccc2)cc1OC (stereo unspecified)	3.7	-1.0	-0.4	-11.0	9.2	-8.0	-5.0	2.6	3.5	11.0
N#C/C(=C\c1ccc([N+](=O)[O-])cc1)C(=O)Nc1ccccc1O	1.7	16.1	0.4	30.3	12.6	-4.7	0.1	3.2	-1.9	-30.3
CCNc1nc(OC)nc(SCC(N)=O)n1	0.5	-8.7	0.0	-81.9	-6.7	-5.0	-8.9	-0.3	-10.9	?
CCOC(=O)C(C(=O)OCC)C(C#N)c1ccccc1 (stereo unspecified)	6.6	-5.3	-5.4	-18.4	-5.4	-4.0	-6.7	-5.8	-19.6	18.4
CCC(=O)N/N=c1/sc2ccccc2n1C	1.3	3.7	/	2.6	-0.1	-8.5	5.1	-0.6	-7.2	-2.6
CCC(=O)c1ccc(Oc2nc3c(c(=O)n(C)c(=O)n3C)n2CC)cc1	-10.5	9.5	-0.5	10.3	/	1.7	4.9	-0.4	-0.5	-10.3
Cc1ccnc(NS(=O)(=O)c2ccc(NC(=O)CN3C(=O)c4ccccc4S3(=O)=O)cc2)n1	11.6	3.2	-1.1	1.9	-5.1	2.0	-3.7	1.7	-9.5	-1.9
